IDE exosite FP = exo-site inhibitors of human IDE, primary screen, biochemical, fluorescence anisotropy, probe displacement | Insulin-degrading enzyme (Homo sapiens), P14735 | 17,000 tested, 6.3% active | z-score at 20 µM | purified IDE, FL-6b probe fluorescence polarization; hits give low values;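 active means z-score of -3 or lower, meaning strong loss of probe binding signal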;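 further: His-tagged human IDE residues 42-1019 made in E. coli with 30 nM FL-6b probe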
Target sequence (P14735 42-1019 limits assumed): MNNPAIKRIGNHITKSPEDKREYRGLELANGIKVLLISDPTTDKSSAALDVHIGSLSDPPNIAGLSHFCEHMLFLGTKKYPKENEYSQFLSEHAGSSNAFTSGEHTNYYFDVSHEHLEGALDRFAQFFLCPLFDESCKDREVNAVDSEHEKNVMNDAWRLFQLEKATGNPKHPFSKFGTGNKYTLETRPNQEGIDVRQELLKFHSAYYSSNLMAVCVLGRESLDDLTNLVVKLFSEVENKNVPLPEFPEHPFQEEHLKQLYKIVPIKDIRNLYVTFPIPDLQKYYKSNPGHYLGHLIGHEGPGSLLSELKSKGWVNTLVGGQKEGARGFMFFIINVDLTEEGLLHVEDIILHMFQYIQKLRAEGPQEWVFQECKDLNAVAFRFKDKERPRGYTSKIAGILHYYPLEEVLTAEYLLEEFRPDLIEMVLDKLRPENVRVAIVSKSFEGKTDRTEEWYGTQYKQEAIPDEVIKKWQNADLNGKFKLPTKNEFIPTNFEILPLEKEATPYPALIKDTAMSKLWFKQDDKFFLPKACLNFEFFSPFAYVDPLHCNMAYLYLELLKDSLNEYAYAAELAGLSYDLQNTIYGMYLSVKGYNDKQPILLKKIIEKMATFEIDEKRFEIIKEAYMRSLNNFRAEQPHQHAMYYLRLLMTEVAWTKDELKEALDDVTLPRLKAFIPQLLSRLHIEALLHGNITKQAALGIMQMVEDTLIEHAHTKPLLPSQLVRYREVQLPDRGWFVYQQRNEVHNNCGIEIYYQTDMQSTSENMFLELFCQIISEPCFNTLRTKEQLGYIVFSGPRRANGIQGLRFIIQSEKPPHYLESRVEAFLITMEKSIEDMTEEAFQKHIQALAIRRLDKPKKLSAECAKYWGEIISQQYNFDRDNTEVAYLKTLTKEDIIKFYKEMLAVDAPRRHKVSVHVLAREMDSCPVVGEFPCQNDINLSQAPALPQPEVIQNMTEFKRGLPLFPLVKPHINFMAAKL
The depositor's hits bear a star; & = joins results of further samples.

Start of the listing, in advance (17 entries):
IDE exosite FP	SMILES
1	O=C(Nc1ccccc1)N1CCCCN2[C@H](CO)[C@H](c3ccc(C#CC4CC4)cc3)[C@@H]2C1
0.75	CS(=O)(=O)Nc1ccc2c(c1)[C@@H]1C[C@H](CC(=O)NCc3cc(F)ccc3F)O[C@H](CO)[C@@H]1O2
-0.51	C[C@@H]1CN([C@@H](C)CO)C(=O)c2c(c3ccccc3n2C)-c2ccccc2CO[C@H]1CN(C)C(=O)Nc1ccccc1C(F)(F)F
-0.31	C[C@H](CO)N1C[C@H](C)[C@H](CN(C)C(=O)NC2CCCCC2)Oc2ccc(N(C)C)cc2CC1=O
-1.2	COc1ccc(C#Cc2ccc([C@H]3[C@H](CO)N4C(=O)CN(C(=O)NC(C)C)C[C@@H]34)cc2)cc1
1.5	Cc1cccc(S(=O)(=O)N2CCCCN3[C@H](CO)[C@H](c4ccc(C#CC5CC5)cc4)[C@H]3C2)c1
-0.15	C[C@H]1CN([C@@H](C)CO)C(=O)c2cc(C#CC3(O)CCCC3)cnc2O[C@H]1CN(C)S(=O)(=O)c1cccc(F)c1
-0.62	COc1ccc2c3c([nH]c2c1)[C@@H](CO)N(Cc1ccccc1)CC31CN(C(=O)Nc2cccc(F)c2)C1
3.4	O=S(=O)(c1ccccc1)N1CCCCN2[C@H](CO)[C@H](c3ccc(C#Cc4cccnc4)cc3)[C@@H]2C1
1.1	Cc1ccc(S(=O)(=O)N(C)C[C@H]2OCCCC[C@H](C)Oc3ccc(NC(=O)c4ccncc4)cc3C(=O)N([C@@H](C)CO)C[C@@H]2C)cc1
-0.12	CO[C@H]1CN(C)C(=O)c2ccc(NC(=O)NC(C)C)cc2OC[C@@H](C)N(Cc2ccc(-c3ccccn3)cc2)C[C@@H]1C
0.61	C[C@@H]1CN([C@@H](C)CO)C(=O)c2cc(NC(=O)CCC(F)(F)F)ccc2O[C@@H](C)CCCCO[C@@H]1CN(C)C(=O)c1ccncc1
0.24	Cn1cnc(S(=O)(=O)N2CCCCN3[C@H](C2)[C@H](c2ccc(C4=CCCCC4)cc2)[C@@H]3CO)c1
2.1	CC(C)CC#Cc1ccc([C@@H]2[C@H](CO)N3CCCCN(C(=O)c4ccc5c(c4)OCO5)C[C@@H]23)cc1
2.1	CC(=O)N1[C@@H](CO)[C@H](c2ccccc2)[C@@H]1CN(C)C(=O)CN1CCOCC1
-0.98	C[C@@H]1CN([C@H](C)CO)C(=O)c2ccccc2-c2ccccc2CO[C@@H]1CN(C)C(=O)Nc1ccc(-c2ccccc2)cc1
2.7	N#C[C@@H]1[C@@H](c2ccc(-c3cncnc3)cc2)[C@H](CO)N1C(=O)CN1CCOCC1

Results, repeating the preview:
IDE exosite FP	SMILES
1	O=C(Nc1ccccc1)N1CCCCN2[C@H](CO)[C@H](c3ccc(C#CC4CC4)cc3)[C@@H]2C1
0.75	CS(=O)(=O)Nc1ccc2c(c1)[C@@H]1C[C@H](CC(=O)NCc3cc(F)ccc3F)O[C@H](CO)[C@@H]1O2
-0.51	C[C@@H]1CN([C@@H](C)CO)C(=O)c2c(c3ccccc3n2C)-c2ccccc2CO[C@H]1CN(C)C(=O)Nc1ccccc1C(F)(F)F
-0.31	C[C@H](CO)N1C[C@H](C)[C@H](CN(C)C(=O)NC2CCCCC2)Oc2ccc(N(C)C)cc2CC1=O
-1.2	COc1ccc(C#Cc2ccc([C@H]3[C@H](CO)N4C(=O)CN(C(=O)NC(C)C)C[C@@H]34)cc2)cc1
1.5	Cc1cccc(S(=O)(=O)N2CCCCN3[C@H](CO)[C@H](c4ccc(C#CC5CC5)cc4)[C@H]3C2)c1
-0.15	C[C@H]1CN([C@@H](C)CO)C(=O)c2cc(C#CC3(O)CCCC3)cnc2O[C@H]1CN(C)S(=O)(=O)c1cccc(F)c1
-0.62	COc1ccc2c3c([nH]c2c1)[C@@H](CO)N(Cc1ccccc1)CC31CN(C(=O)Nc2cccc(F)c2)C1

The list goes on:
IDE exosite FP	SMILES
3.4	O=S(=O)(c1ccccc1)N1CCCCN2[C@H](CO)[C@H](c3ccc(C#Cc4cccnc4)cc3)[C@@H]2C1
1.1	Cc1ccc(S(=O)(=O)N(C)C[C@H]2OCCCC[C@H](C)Oc3ccc(NC(=O)c4ccncc4)cc3C(=O)N([C@@H](C)CO)C[C@@H]2C)cc1
-0.12	CO[C@H]1CN(C)C(=O)c2ccc(NC(=O)NC(C)C)cc2OC[C@@H](C)N(Cc2ccc(-c3ccccn3)cc2)C[C@@H]1C
0.61	C[C@@H]1CN([C@@H](C)CO)C(=O)c2cc(NC(=O)CCC(F)(F)F)ccc2O[C@@H](C)CCCCO[C@@H]1CN(C)C(=O)c1ccncc1
0.24	Cn1cnc(S(=O)(=O)N2CCCCN3[C@H](C2)[C@H](c2ccc(C4=CCCCC4)cc2)[C@@H]3CO)c1
2.1	CC(C)CC#Cc1ccc([C@@H]2[C@H](CO)N3CCCCN(C(=O)c4ccc5c(c4)OCO5)C[C@@H]23)cc1
2.1	CC(=O)N1[C@@H](CO)[C@H](c2ccccc2)[C@@H]1CN(C)C(=O)CN1CCOCC1
-0.98	C[C@@H]1CN([C@H](C)CO)C(=O)c2ccccc2-c2ccccc2CO[C@@H]1CN(C)C(=O)Nc1ccc(-c2ccccc2)cc1

The results go on.
IDE exosite FP	SMILES
2.7	N#C[C@@H]1[C@@H](c2ccc(-c3cncnc3)cc2)[C@H](CO)N1C(=O)CN1CCOCC1
0.37	CO[C@H]1CC[C@@H]2CCOc3c(C#N)cccc3C(=O)N(C)C[C@@H](c3ccccc3)CC(=O)N(C)C[C@@H]1O2
3.4	Cc1cccc(S(=O)(=O)N2CCCCN3[C@H](CO)[C@@H](c4ccc(C#C[C@@H](C)O)cc4)[C@@H]3C2)c1
-0.75	O=C(N[C@@H]1C=C[C@@H](CC(=O)N2CCC(Cc3ccccc3)CC2)O[C@H]1CO)c1cnccn1
5.3	O=C(c1ccc(F)cc1)N1CC(=O)N2[C@@H](CO)[C@@H](c3ccc(C4=CCCC4)cc3)[C@@H]2C1
-0.65	C/C=C/c1ccc([C@@H]2[C@H](CO)N(CC3CCOCC3)C23CN(C(=O)COC)C3)cc1
-4.9*	CCCC#Cc1ccc([C@@H]2[C@@H](CO)N3CCCCN(C(=O)NC4CCCC4)C[C@H]23)cc1
0.54	O=C(c1ccc(F)cc1)N1CC(=O)N2[C@@H](CO)[C@@H](c3ccc(-c4cccnc4)cc3)[C@@H]2C1

Carrying on:
IDE exosite FP	SMILES
-2	COc1ccccc1NC(=O)N1CC(=O)N2[C@H](CO)[C@@H](c3ccc(C#CC4CC4)cc3)[C@@H]2C1
0.99	O=C(Nc1ccc2c(c1)[C@@H]1C[C@H](CC(=O)N3CCCCC3)O[C@H](CO)[C@@H]1O2)NC1CCCCC1
0.28	N#C[C@H]1[C@H](c2ccccc2)[C@H](CO)N1S(=O)(=O)c1cccc(F)c1
-4.3*	COc1cccc(-c2ccc([C@H]3[C@@H](C#N)N(C(=O)c4ccccn4)[C@@H]3CO)cc2)c1
3.6	O=C(CN1CCOCC1)N1CCCCN2[C@H](CO)[C@@H](c3ccc(-c4ccccc4)cc3)[C@H]2C1
1.5	CC(C)CC#Cc1ccc([C@@H]2[C@H](CO)N3CCCCN(S(=O)(=O)c4ccc(F)cc4)C[C@@H]23)cc1
-2.7	CN1CCCCN2[C@@H](CO)[C@H](c3ccc(-c4ccccc4)cc3)[C@@H]2C1
1.3	O=C(C[C@H]1CC[C@H]2[C@@H](COC[C@@H](O)CN2C(=O)Nc2ccc(F)cc2)O1)NC1CCC1

The results go on:
IDE exosite FP	SMILES
-1.9	CCCNC(=O)N1[C@H](C#N)[C@H](c2ccc(-c3cccc(OC)c3)cc2)[C@H]1CO
1.9	CCCN1C[C@H](C)[C@H](OC)CN(C)C(=O)c2cc(NC(=O)Nc3cccc(F)c3)ccc2OC[C@@H]1C
-0.66	COc1ccccc1-c1ccc([C@@H]2[C@@H](CO)N3CCCCN(C(=O)c4ccncc4)C[C@H]23)cc1
0.25	CC(C)(O)C#Cc1ccc([C@@H]2[C@@H](CO)N3CCCCN(Cc4ccccc4F)C[C@@H]23)cc1
1.9	CC(=O)N1Cc2cc(C(=O)NCC(F)(F)F)nc(-c3cccc(-c4cc5ccccc5o4)c3)c2[C@H]1CCO
-0.044	C/C=C/c1cnc2c(c1)C(=O)N([C@H](C)CO)C[C@H](C)[C@H](CN(C)C(=O)Nc1cccc(OC)c1)O2
0.56	CC(=O)N1CC(=O)N2[C@H](C1)[C@H](c1ccc(C#CC(C)C)cc1)[C@@H]2CO
0.39	C[C@@H]1CCCCO[C@H](CN(C)Cc2ccc(Cl)c(Cl)c2)[C@@H](C)CN([C@H](C)CO)C(=O)c2cc(NC(=O)c3ccncc3)ccc2O1

The results go on:
IDE exosite FP	SMILES
1.2	COC(=O)C[C@@H]1C=C[C@@H](N)[C@H](CO)O1
1.7	O=S(=O)(c1ccccc1)N1CCCCN2[C@H](C1)[C@@H](c1ccc(C#Cc3cccnc3)cc1)[C@@H]2CO
0.76	N#C[C@H]1[C@H](c2ccc(-c3cncnc3)cc2)[C@@H](CO)N1C(=O)C1CCOCC1
1.5	CN(C)CC(=O)N[C@H]1CC[C@H](CCNC(=O)C2CCC2)O[C@@H]1CO
-0.23	C[C@H]1CC=CC[C@@H](c2cccc(Cl)c2)NC(=O)[C@H](Cc2ccccc2)N(C)C(=O)c2ccccc2O1 (mixture of isomers)
-1.8	COc1ccc2c3c(n(C)c2c1)[C@H](CO)N(C(=O)CN(C)C)CC31CN(Cc2nccs2)C1
-0.77	CC(=O)N1CCCCN2[C@H](CO)[C@@H](c3ccc(-c4ccccc4)cc3)[C@H]2C1
-0.51	C[C@H](CO)N1C[C@H](C)[C@H](CN(C)C(=O)CCC(F)(F)F)OCc2cn(nn2)CCCC1=O

Other records follow:
IDE exosite FP	SMILES
3.9	C/C=C/c1ccc([C@@H]2[C@H](CO)N3CCCCN(C(=O)CN(C)C)C[C@@H]23)cc1
0.87	Cc1ccc(S(=O)(=O)N[C@H]2CC[C@H](CC(=O)NCc3ccncn3)O[C@H]2CO)cc1
-7.2*	CCC(=O)N1CCCCN2[C@H](C1)[C@@H](c1ccc(/C=C/c3ccccc3)cc1)[C@@H]2CO
-0.77	COc1ccc2c3c([nH]c2c1)[C@H](CO)N(Cc1ccc(Cl)cc1)CC31CN(S(C)(=O)=O)C1
-0.87	O=C(C1CCC1)N1CC(=O)N2[C@H](C1)[C@H](c1ccc(-c3ccccc3F)cc1)[C@@H]2CO
4	COc1ccc(-c2ccccc2[C@H]2[C@@H](CO)N(C(=O)C3CC3)[C@H]2C#N)cc1
-1.9	C/C=C/c1cnc2c(c1)C(=O)N([C@H](C)CO)C[C@@H](C)[C@H](CN(C)CC1CCOCC1)O2
-1	CC(C)C#Cc1ccc([C@H]2[C@H](CO)N3C(=O)CN(C(=O)NC4CCCC4)C[C@@H]23)cc1

Additional entries
IDE exosite FP	SMILES
0.33	COCC#Cc1ccc([C@H]2[C@@H](CO)N3C(=O)CN(C(=O)Nc4cc(F)ccc4F)C[C@H]23)cc1
0.5	COc1ccc(S(=O)(=O)N(C)C[C@@H]2OCCCC[C@@H](C)Oc3ccc(NC(=O)Cc4ccccc4)cc3C(=O)N([C@@H](C)CO)C[C@@H]2C)cc1
0.51	C[C@@H]1CCCCO[C@H](CN(C)Cc2ccncc2)[C@@H](C)CN([C@H](C)CO)C(=O)c2cc(NS(=O)(=O)c3ccc(Cl)cc3)ccc2O1
2.8	CN(C)C(=O)c1ccc(-c2ccc(C3[C@H]4CNC[C@@H]3N4S(=O)(=O)c3ccc(F)cc3)cc2)cc1 (some centres not stated)
0.69	Cc1noc(C)c1S(=O)(=O)Nc1ccc2c(c1)C(=O)N([C@@H](C)CO)C[C@@H](C)[C@@H](CN(C)Cc1ccc(C(=O)O)cc1)OCCCC[C@@H](C)O2
1.4	Cc1cccc(S(=O)(=O)N2C[C@H](O)COC[C@@H]3O[C@H](CC(=O)Nc4ccccc4)CC[C@H]32)c1
2.1	CN(C)CC#Cc1ccc([C@H]2[C@H]3CN(C(=O)c4cccc(F)c4)CC(=O)N3[C@H]2CO)cc1
-0.59	Cc1noc(C)c1NC(=O)N(C)C[C@@H]1OCc2cnnn2CCCC(=O)N([C@H](C)CO)C[C@H]1C

More structures.
IDE exosite FP	SMILES
-1.6	C[C@@H]1CN([C@H](C)CO)C(=O)c2cc(NC(=O)Nc3cccc4ccccc34)ccc2O[C@H]1CN(C)S(=O)(=O)c1cccs1
0.61	CCc1cnc(N2[C@H](C#N)[C@@H](c3ccccc3C3=CCCCC3)[C@@H]2CO)s1
1.6	Cc1cccc(S(=O)(=O)N2CCCCN3[C@H](C2)[C@H](c2ccc(-c4cccnc4)cc2)[C@@H]3CO)c1
-0.53	CCC(=O)N1CC(=O)N2[C@@H](CO)[C@H](c3ccc(C#Cc4cccnc4)cc3)[C@@H]2C1
1.7	Cc1ccc(-c2ccc([C@H]3[C@H](CO)N4CCCCN(C(=O)c5ccc(F)cc5)C[C@@H]34)cc2)cc1
-0.89&1.2	C/C=C/c1ccc(C2[C@@H]3CN(C(=O)Nc4ccc5c(c4)OCO5)C[C@H]2N3)cc1 (some centres not stated)
1.7	CCC(=O)N1[C@H](CO)[C@@H](c2ccccc2)[C@@H]1CN(CC)C(=O)NC1CCCC1
-9.6*	CCCNC(=O)N1CC(=O)N2[C@H](CO)[C@H](c3ccc(C#Cc4ccccc4)cc3)[C@@H]2C1
-1.1	N#C[C@H]1[C@@H](c2ccccc2-c2cccc(F)c2)[C@@H](CO)N1C(=O)Cc1cccnc1

Screening results as filed in PubChem BioAssay.

The list is partial. The share of hits here may be higher or lower than overall.
